Source: PubChem (Fisher Drug Discovery Resource Center)
mcGAS lum: inhibitors of mouse cGAS | Q8C6L5 | recombinant cGAS, Kinase-Glo ATP depletion luminescence | inhibition, % at 12.5 µM | 0.15% of 160,000 active | AID 1259399;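 also: 0% = negative control wells and 100% = reference inhibitor with no enzyme activity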
hcGAS inh: human cGAS inhibition; inhibition, % at 12.5 µM; AID 1259398; recombinant h-cGAS, ATP depletion, Kinase-Glo luminescence; Q8N884; 0.081% of 290,000 active;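 also: 0% = vehicle reaction and 100% = reaction without DNA for no activity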
Target sequence (Q8N884 whole entry, looked up): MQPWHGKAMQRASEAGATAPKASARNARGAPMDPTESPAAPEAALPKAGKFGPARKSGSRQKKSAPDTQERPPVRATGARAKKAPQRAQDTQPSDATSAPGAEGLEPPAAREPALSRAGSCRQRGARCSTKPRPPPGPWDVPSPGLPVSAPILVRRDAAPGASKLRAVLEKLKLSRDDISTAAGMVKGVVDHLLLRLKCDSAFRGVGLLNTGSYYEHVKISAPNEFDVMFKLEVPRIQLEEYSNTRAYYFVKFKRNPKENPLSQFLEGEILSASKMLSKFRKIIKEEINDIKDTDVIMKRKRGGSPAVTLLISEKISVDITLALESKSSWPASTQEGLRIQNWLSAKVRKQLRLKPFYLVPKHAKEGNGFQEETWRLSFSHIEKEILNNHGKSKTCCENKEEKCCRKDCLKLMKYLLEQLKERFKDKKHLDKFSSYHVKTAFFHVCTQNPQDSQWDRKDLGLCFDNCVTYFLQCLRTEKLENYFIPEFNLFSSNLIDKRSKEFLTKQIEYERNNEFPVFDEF
NPYLR7 ag: mosquito NPYLR7 agonism; HEK293T NPYLR7/Galpha15, GCaMP6s calcium fluorescence; activation, % at 10 µM; 0.15% of 270,000 active; AID 1259423; in the data active = activation above about 40%;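 also: 0% = vehicle and 100% = reference agonist at the receptor; some compounds past the cut are filed as inactive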
An asterisk follows results filed as active; . = no result given; & = joins results of further samples. Rule as the data show it, unless noted: active = inhibition above about 40%; inactive = the rest. This is a random part of the collection (roughly 0.26% active in at least one column).

compound | mcGAS lum | hcGAS inh | NPYLR7 ag
CC1=C[C@@H](CNC(=O)Nc2ccccc2)[C@H](C(C)C)C[C@H]1CC(=O)NCc1cccnc1 | -4 | -1 | -9
CCN1C(=O)N(Cc2cccc(OC)c2)C(=O)C12CCN(Cc1cc3ccccc3s1)CC2 | -16 | -5 | 9
COc1ccccc1C(C)S(=O)(=O)CC1CCCCO1 (stereo not drawn) | . | -7 | 4
COc1ccc(CN(Cc2cccc(C(F)(F)F)c2)Cc2nc(C(=O)NCCc3ccccn3)co2)c(OC)c1 | 1 | 2 | .
CC1(C)CC(=O)C=C(NCc2ccco2)C1 | . | -6 | -8
N#Cc1c(-c2ccncc2)cc(-c2ccc(Cl)cc2)nc1N | . | 1 | 9
CCCCCCCC(=O)Nc1c(C)ccn(C)c1=O | -17 | -8 | 2
CCN(CC)Cc1cccc(NS(=O)(=O)NCc2ccccc2)c1 | -14 | -7 | 3
CCC(C(=O)N1CCN(c2ncccc2C(=O)NCCc2ccc(OC)c(OC)c2)CC1)c1ccccc1 (stereo not drawn) | -8 | 0 | 14
CCS(=O)(=O)N(CC(=O)N(Cc1ccc(C)cc1)C1CCN(C(=O)N(C)C)CC1)CC(C)C | 0 | 3 | .
S=C(NC1Cc2ccccc2C1)N1CCCC1 | -1 | 4 | 0
CC(=O)NCCn1ccnc1C1CCOC(C)(C)C1 (stereo not drawn) | . | -7 | 31
COCCOC(=NCCN(C)C)NC(=O)c1cccc(C)c1 | -5 | -3 | 24
COc1cccc2c1OCC(NC(=O)c1coc(COc3ccccc3)n1)C2 (stereo not drawn) | -16 | -2 | -4
Cc1ccc(C(=O)O)c(N2CCCN(CC3CC3)C(C(C)C)C2)n1 (stereo not drawn) | . | 3 | -3
CC1(C)CC(=O)C(CC2C(=O)CC(C)(C)CC2=O)C(=O)C1 | . | 8 | -4
CCCCC(CC)C(=O)N(Cc1ccco1)C(C)c1nc2ccccc2c(=O)n1-c1ccccc1OC (stereo not drawn) | 2 | 2 | -7
O=C(NC1CCN(c2ccccc2C(=O)N2CCN(C3CCCCCC3)CC2)CC1)c1ccccc1Cl | -5 | -2 | 18
CCOC(=O)N1CCN(C(=O)c2csc(Nc3ccc(OC(F)F)cc3)n2)CC1 | . | -10 | 6
CNS(=O)(=O)Cc1cccc(CNc2nc(C(C)C)ns2)c1 | -13 | -12 | 1
O=C(O)c1ccc(F)c(S(=O)(=O)Nc2c(F)cccc2-n2cccn2)c1 | . | -6 | 9
O=C(CC1NC(=O)c2ccccc21)NCc1cccnc1Oc1ccccc1 (stereo not drawn) | . | -4 | 3
Cc1ccc(CN(Cc2ccccc2)C(=O)CNC2CC2)o1 | . | -2 | 2
CC(C)CN=C(N)NCC(C)Cn1cccn1 (stereo not drawn) | . | -2 | -1
CO[C@@]1(NC(=O)C2SC(=C(C(N)=O)C(=O)O)S2)C(=O)N2C(C(=O)O)=C(CSc3nnnn3C)CS[C@@H]21 (stereo partly drawn) | . | -1 | -4
C=c1c(C#N)c2[nH]c(N)c(C#N)c(C)c-2/c1=C\c1cc2c(cc1OC)OCO2 | -1 | -2 | 16
CCOc1c(Cl)cc(C=CC(=O)N2CCCC2c2ccc3c(c2)OCCO3)cc1OC (stereo not drawn) | -8 | -5 | 1
CCCCCCCCCn1c(SCC(C)=O)nc2c1c(=O)[nH]c(=O)n2C | -3 | 5 | -10
COC(=O)CC1C(=O)NCCN1C(=O)Cc1cc(F)ccc1C (stereo not drawn) | -18 | -3 | .
COc1ccccc1CN1C(=O)C(C)ON=C1c1ccccn1 (stereo not drawn) | . | -3 | -1
Cc1ccccc1NC(=O)c1c(NC(=O)Cc2ccccc2)sc2c1CCCC2 | -1 | -1 | -11
COc1ccc(N(C(=O)CCc2nccs2)C(C)C)cc1F | -14 | -9 | -8
CCNc1ncc(C(=O)NCC2(O)CCCNCC2)cn1 (stereo not drawn) | . | 1 | 13
Cc1cc(OCCCS(C)(=O)=O)cc(C)c1-c1cccc(COc2ccc3c(c2)OC[C@H]3CC(=O)O)c1 | -11 | -11 | -1
CCOCCCNC(=O)NC(=O)CSc1nnc(Nc2ccc(C)cc2)s1 | -4 | 1 | 5
CC(=O)Nc1ccc(-c2ccnc3c2CC(C)(C(=O)NCCN(C)C)O3)cc1 (stereo not drawn) | -1 | -2 | 1
O=C(O)CSc1nc2c(c(C(F)(F)F)n1)CCc1ccccc1-2 | . | -4 | 15
CCCNC(=O)COc1ccc2ccc(OC)cc2c1 | -14 | -3 | -1
O=C(c1cc(COc2ccc3ncccc3c2)on1)N1CCCC(OCc2ccccn2)C1 (stereo not drawn) | -9 | 4&-5 | -6&10
CCO[C@H]1COC[C@@H]1NC(=O)c1cc(C(C)C)nn1CC | -8 | -13 | .
CC(C)N(C(=O)C1CCN(C(=O)c2ccc(C(F)(F)F)cc2)CC1)c1cnn(C)c1 | . | -10 | -8
Cc1nc(N2CCC(NC3COC4(CCCC4)C3)CC2)c2ccsc2n1 (stereo not drawn) | -6 | -14 | .
CCc1ccc(C2c3cccn3CCCN2CCC(C)C)cc1 (stereo not drawn) | -5 | -7 | -1
CC1(C2CC2)NC(=O)N(Cc2cc(=O)n3ccsc3n2)C1=O (stereo not drawn) | . | -3 | 4
Cc1ccc(-c2cnc(C(O)c3ccc(Cl)c(F)c3)[nH]2)cc1 (stereo not drawn) | . | -6 | -2
Cc1ccc(-n2nnc3c(N4CCN(S(=O)(=O)c5cccs5)CC4)ncnc32)cc1 | -3 | -3 | -13
Cc1c(C(C)NC2CCCC2)cnn1-c1cccc(F)c1 (stereo not drawn) | . | -13 | 2
O=C(Nc1ccc(-c2cscn2)cc1)C1CCCN(C(=O)CCN2CCCO2)C1 (stereo not drawn) | . | -6 | 9
CCCc1ccc(C(=O)N2CCC(S(N)(=O)=O)C2)cc1 (stereo not drawn) | -6 | -7 | 10
COCC(=O)Nc1ccc(N2CCN(C(=O)c3ccco3)CC2)nc1 | -3 | -3 | -6
O=C(c1c(F)c(F)cc(F)c1F)N1CCN(Cc2cc(=O)c(OCc3ccc(F)cc3)co2)CC1 | 1 | 2 | 5
COc1cc(NC(=O)N(CC(=O)N(CCc2c[nH]c3ccccc23)Cc2ccc(OC)c(OC)c2)C2CC2)cc(OC)c1 | -5 | -2 | 17
Cc1cccc(-c2noc(N3CCOCC3)c2CN(Cc2ccco2)C(=O)C2CCCC2)c1 | -3 | -5 | 6
N#CC(C#N)=Cc1ccc(-c2ccc(SC(F)F)cc2)o1 | . | -5 | 7
CC1(Cc2ccc(Cl)s2)C(=O)Nc2ccc(-c3ccc(F)c(Cl)c3)cc21 (stereo not drawn) | -2 | -1 | 1
CC(C(=O)Nc1ccccc1F)N1CCc2sccc2C1 (stereo not drawn) | . | -4 | 5

Additional structures
compound | mcGAS lum | hcGAS inh | NPYLR7 ag
CN1CCC2(CC1)CN(C(=O)c1cnnn1-c1ccccc1)CCN2C | . | -4 | 2
Cc1ccc(Br)cc1NCN1C(=O)c2ccc(Br)cc2C1=O | . | -5 | 3
CCC(C)NC(=O)c1ccccc1NS(=O)(=O)C1=Cc2ccccc2CC1 (stereo not drawn) | . | -13 | 8
O=C(COc1ccccc1)Nn1cnc2c(cnn2-c2ccccc2)c1=O | . | -10 | 4
CCc1[nH]n(-c2ccc(OC)cc2)c(=O)c1C1=C(N2CCOCC2)C(=O)N(Cc2ccccc2)C1=O | -4 | -8 | 27
Cc1ncc(CO)c(CN2CCN(C3CCc4ccccc4C3)CC2)c1O (stereo not drawn) | -10 | -7 | .
COc1ccc(CC2CN(C(=O)CCc3ccco3)CCO2)cc1 (stereo not drawn) | -2 | 1 | 1
COc1ccc(OC)c(NC(=O)CCC(=O)c2ccc(SC)cc2)c1 | -4 | -8 | 3
CC(=O)NC1=NN(C(C)=O)C(c2sccc2C)S1 (stereo not drawn) | . | 2 | 1
O=C(NCc1cccnc1)c1cccc(Nc2c(Oc3ccc(F)cc3)cnn(-c3ccc(F)cc3)c2=O)c1 | -5 | 0 | 7
CN(C)C(=O)CN(C)C(=O)c1ccc(F)cc1 | -13 | -11 | 5
O=C(NCc1csc(-c2cnccn2)n1)c1cccc2ccnn12 | -2 | 2 | -1
Cn1nnc2c(Nc3ccc(Oc4ccccc4)cc3)ncnc21 | . | -9 | 11
Cc1ccc(C(=O)N(Cc2nccn2Cc2c(C)cc(C)cc2C)CC2CC2)cc1 | -2 | 1 | 15
CN1CCC=C(CN(C(=O)c2ccc(C(F)(F)F)cc2)C2CC2)C1 | . | -4 | 0
C=CCNC(=O)C(NC(=O)c1ccc(OC)cc1)C1CCN(C(=O)c2ccccc2F)CC1 (stereo not drawn) | -4 | -1 | -5
CCOC(=O)C1CCCCN1CC(=O)N1N=C(c2ccccc2Cl)CC1c1ccc(OC)cc1OC (stereo not drawn) | -4 | -5 | 14
Cc1nccn1-c1ccc(NC(=O)C2CCCN(Cc3ccsc3)C2)cc1 (stereo not drawn) | . | -7&-1 | 19&-4
CCSc1nnc2c(=O)[nH]c(=O)[nH]c2n1 | . | 16 | 1
COc1cccc(CC(=O)NC2CC(=O)N(Cc3ccccc3Cl)C2)c1 (stereo not drawn) | . | -10 | 24
COc1cccc(COC(CN2CCN(C(=O)CCc3ccccc3)CC2)c2ccc(Cl)cc2)c1 (stereo not drawn) | 4 | 1 | -3
O=C1C(=Cc2c(NCCO)nc3ccccn3c2=O)SC(=S)N1Cc1ccccc1 | -5 | -2 | 10
Cc1ccccc1C1(CC(=O)N2CCN(CC(=O)NC(C)C)CC2)CC(=O)N(CCN(C)C)C1=O (stereo not drawn) | -13 | -4 | 5
CC(C)(C)C1CCC(C(=O)Nc2ccc(/C=C/C(=O)O)cc2)CC1 (stereo not drawn) | . | 1 | 12
CCCCCCCCn1c(CN2CCOCC2)nc2c1c(=O)n(C)c(=O)n2C | . | -6 | -5
CS(=O)(=O)N1CCCCC1C(=O)O (stereo not drawn) | -7 | -7 | 2
C=CCn1c(=O)c2c(nc3n2CC(C)=NN3Cc2cccc3ccccc23)n(C)c1=O | -1 | 3 | 4
O=C(CSc1ccc2nnc(-c3ccccn3)n2n1)N1CCOCC1 | -10 | -7 | 1
Cc1nn(CC(=O)Nc2c(F)cc(F)cc2Br)c(C)c1[N+](=O)[O-] | -8 | -5 | -5
CC(C)CCC1(C)NC(=O)N(Cc2cc(=O)n3ccsc3n2)C1=O (stereo not drawn) | -6 | -9 | -2
CCC(=O)N1c2ccccc2N=C2CC(C)(C)CC(=O)C2C1c1ccccn1 (stereo not drawn) | -8 | -4 | 4
COc1ccc(C(=O)N(Cc2cc(NC(=O)c3ccccc3Cl)ccc2N(C)C)C(C)c2ccccc2)cc1 (stereo not drawn) | 1 | 4 | .
CCCCC(CC)C(=O)Oc1ccc(-c2nc3cc(C)ccn3c2NC(C)(C)CC(C)(C)C)cc1OC (stereo not drawn) | -8 | -8 | 7
Cc1nc(CN)cc(NCCNc2ccccc2)n1 | -11 | -10 | 17
CC1CN(C)CCN1CC(=O)NCC1CCCc2ccccc21 (stereo not drawn) | . | -11 | 10
Cc1nnc(CNC(=O)c2ccc3nsnc3c2)o1 | . | -6 | 14
C#CCOCC(O)CNC(c1nc(-c2ccc3c(c2)OCO3)no1)C(C)CC (stereo not drawn) | -7 | -13 | 3
CC1CN(Cc2csc(NC(=O)c3ccc(Br)cc3F)n2)CC(C)O1 (stereo not drawn) | . | -6 | 12
CCCn1c(=S)[nH]c2sc(CC)cc2c1=O | . | -5 | 7
COc1ccc(S(=O)(=O)N2CCc3nc(-c4ccccc4)nc(N4CCOCC4)c3C2)cc1 | -5 | -11 | -7
COC(=O)Nc1ccc(S(=O)(=O)N2CCCC(C(=O)N3CCCC(C(F)(F)F)C3)C2)cc1 (stereo not drawn) | -7 | -5 | -6
Cc1ccc(-n2c(-c3ccc(F)cc3)cc(C(=O)N3CCN(c4cccc(C(F)(F)F)c4)CC3)c2C)cc1 | -5 | -4 | 19
N#Cc1c(-c2ccc3c(c2)OCO3)c(C#N)c2sc3ccccc3n2c1=O | . | -8 | 13
CCc1nc(-c2ccccc2)nc(N2CCN(C(=O)COC)CC2)c1Cc1c(F)cccc1Cl | -5 | -2 | 2
Cc1nnsc1C(=O)N1C[C@H]2CC[C@@H]1CN(C(=O)N(C)C)C2 | -5 | -9 | .
CCc1ccccc1NC(=O)N(CCCOC)Cc1cccn1Cc1ccccc1Cl | -6 | -3 | 1
O=c1ccnc2sc(N3CCN(CC4CC4)CC3)nn12 | -13 | -6 | 13
C=CCc1cccc(C=NNc2ccc3ccccc3n2)c1O | . | -3 | 7

Looked up by compound from the list above, 6 records:
compound | mcGAS lum | hcGAS inh | NPYLR7 ag
O=C1C(=Cc2c(NCCO)nc3ccccn3c2=O)SC(=S)N1Cc1ccccc1 | -5 | -2 | 10
CC(C(=O)Nc1ccccc1F)N1CCc2sccc2C1 (stereo not drawn) | . | -4 | 5
CCNc1ncc(C(=O)NCC2(O)CCCNCC2)cn1 (stereo not drawn) | . | 1 | 13
O=C(c1cc(COc2ccc3ncccc3c2)on1)N1CCCC(OCc2ccccn2)C1 (stereo not drawn) | -9 | 4&-5 | -6&10
CCOC(=O)N1CCN(C(=O)c2csc(Nc3ccc(OC(F)F)cc3)n2)CC1 | . | -10 | 6
C=c1c(C#N)c2[nH]c(N)c(C#N)c(C)c-2/c1=C\c1cc2c(cc1OC)OCO2 | -1 | -2 | 16

Going on with the list.
compound | mcGAS lum | hcGAS inh | NPYLR7 ag
O=C(NCc1ccccc1N1CCCC1)c1c(O)cc(F)cc1F | . | 0 | 4
O=C(O)c1ccc(OCc2ccccn2)c(Cl)c1 | . | 2 | -5
Cc1ccc(S(=O)(=O)N2CCC3(CC2)SCCN3C(=O)c2ccc(Cl)cc2)cc1 | -4 | -3 | -3
CC(O)CCn1cnc(-c2ccccc2)c1-c1cnc(N(C)C)s1 (stereo not drawn) | -11 | -9 | 6
